Bioassay records (PubChem BioAssay)
TNAP activators = human TNAP enzyme activators, primary screen, biochemical, luminescent, no phosphate acceptor, uHTS (AID 1001); 200,000 compounds, 0.03% hits; activation fold at 20 µM, or EC50 in µM where a hit was titrated; purified TNAP, luminescent activation assay, no phosphate acceptor; higher activation fold means a stronger effect; in the data active = activation fold from about 3, or a potency from the dose series; inactive = the rest, 99 in 100 with activation fold below about 1.6; also: many of its hits are not listed in these tables
Rac1 GTP hydrolysis = MgcRacGAP GTPase-activating activity inhibitors, confirmation, biochemical, ADP Hunter fluorescence; AID 624330; MgcRacGAP-stimulated Rac1 GTP hydrolysis, ADP Hunter fluorescence; higher % means a stronger effect; GST-tagged Rac1 F28L mutant substrate; 340,000 compounds, 0.6% hits; one-dose inhibition, % at 30 µM; IC50 in µM for titrated hits;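 active = first-screen hits whose inhibition reached a set limit at any dose in the follow-up dose series; inconclusive = inhibition above the set first-screen limit but never retested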;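 also: fluorescence reports GDP produced by GAP-driven GTP hydrolysis; strong numbers were not always called active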
NTR1 ag = NTR1-driven beta-arrestin-GFP spot formation – imaging, U2OS cells, high content, primary screen (AID 493036) | activation, % at 20 µM | 330,000 compounds, 0.17% hits | agonist mode | P30989;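 active = activation at or above 40% of the spot to cytoplasm intensity ratio, with at least 20 cells analyzed; inconclusive = wells under 20 cells, flagged as cytotoxic or low count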;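 also: 0% = DMSO without peptide and 100% = 100 nM NTR1 peptide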
Target sequence (P30989 whole entry, looked up): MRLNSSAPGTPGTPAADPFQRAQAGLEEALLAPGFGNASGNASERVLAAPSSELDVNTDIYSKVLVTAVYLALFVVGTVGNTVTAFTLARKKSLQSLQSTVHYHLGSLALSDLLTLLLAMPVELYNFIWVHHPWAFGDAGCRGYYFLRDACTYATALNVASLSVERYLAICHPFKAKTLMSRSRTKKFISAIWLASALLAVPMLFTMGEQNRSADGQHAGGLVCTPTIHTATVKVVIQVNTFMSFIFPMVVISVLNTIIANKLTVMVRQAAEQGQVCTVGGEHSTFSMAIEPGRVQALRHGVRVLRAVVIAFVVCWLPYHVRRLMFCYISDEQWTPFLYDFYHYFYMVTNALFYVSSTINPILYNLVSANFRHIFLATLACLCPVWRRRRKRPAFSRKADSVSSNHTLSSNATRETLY
PhoP inhibition = inhibitors of PhoP regulon expression, primary screen, Salmonella Typhimurium, GFP reporter (AID 1863) | S. Typhimurium PhoP-regulated promoter GFP reporter, 4 h; higher % means a stronger effect | inhibition, % at 50 µM, or IC50 in µM where a hit was titrated | 300,000 compounds, 0.16% hits;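 active = inhibition over 29.93%, a cutoff 3 SD above the screen mean, later confirmed by dose response; inconclusive = inhibition over 29.93% but no dose response follow-up; inactive = inhibition at most 29.93% or unconfirmed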;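 also: 0% = low Mg2+ inducing control and 100% = high Mg2+ repressing control; strong numbers were not always called active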
RSV antiviral HEp-2 = RSV antiviral activity via CPE protection, HEp-2 cells, primary 10 µM value included (AID 2391) | HEp-2 cells, RSV-induced CPE inhibition; higher % means a stronger effect | CPE inhibition, % at 10 µM; hits with a dose series show IC50 in µM | 310,000 compounds, 0.13% hits; in the data active = a potency from the dose series; inconclusive = CPE inhibition mostly from about 23% at the one dose, without a potency; inactive = the rest, 99 in 100 with CPE inhibition below about 21%; also: strong numbers were not always called active
K1F lysis inhibition = inhibition of K1F phage lysis, E. coli UTI89, bacterial capsule biogenesis inhibitors, alamar blue (AID 488966); 340,000 compounds, 0.02% hits; one-dose inhibition, % at 100 µM; IC50 in µM for titrated hits; E. coli UTI89 K1F phage lysis, alamar blue, 2 h; higher % means a stronger effect;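 active = phage lysis inhibition, versus mean bacterial control, above a set limit; inconclusive = no clear call, values can overlap the other calls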;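 also: capsule biogenesis inhibitors block K1F phage lysis so surviving cells raise fluorescence; higher fluorescence means more inhibition of phage lysis; actives were called in the ten point dose series up to 300 µM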
T cell HTS = modulates CD8 T cell binding to vesicles; 2C CD8+ T cell-vesicle binding, flow cytometry; stronger effect = lower value; calls only at 7 µM; 330,000 compounds, 0.068% hits; AID 2052;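 active = response, share of CD8 T cells binding vesicles, and their 90th percentile fluorescence all below set limits, cut at about 80% in these data, passing the limit was not always enough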
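System: murine 2C transgenic CD8+ T lymphocytes; also added: QL9-loaded Drosophila micro-vesicles; times: binding 1.5 h at 37 °C; measured by: flow cytometry, PE anti-B7-1 (FL2) versus Alexa647 anti-CD8 (FL8), PFA-fixed; control set: Peptide-free naked vesicles (low) and QL9 vesicles with 0.7% DMSO vehicle (high)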
SV40 large T antigen = TAg ATPase/helicase activity blockers – biochemical (AID 1903); 310,000 compounds, 0.39% hits; inhibition, % at 20 µM, or IC50 in µM where a hit was titrated; SV40 large T antigen ATPase/helicase inhibition assay; higher % means a stronger effect; in the data active = a potency from the dose series; inconclusive = inhibition mostly from about 32% at the one dose, without a potency; inactive = the rest, 99 in 100 with inhibition below about 32%; also: strong numbers were not always called active
Myeloid diff MLP = promotes myeloid progenitor differentiation; 360,000 compounds, 1% hits; calls only at 10 µM; ER-HoxA9 myeloid progenitors, lysozyme-GFP differentiation, flow cytometry;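 active = normalized GFP-positive differentiation at or above the plate's own cutoff, the solvent-only control mean plus 3 SD; inconclusive = no clear call, values can overlap the other calls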;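 also: cells exposed to compound for four days before flow analysis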
T cell HTS vesicle-bound % = recorded beside T cell HTS, whose call it bears; double positive events, %; measured here: CD8+ vesicle-bound cell fraction;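 binding gate set so that unloaded-vesicle control wells show 10% double positive cells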
NTR1 ag cell count 20 µM = further read-out of NTR1 ag, marked with its call; cell count; measured here: cell count, cytotoxicity flag
Myeloid diff MLP GFP+ MAC1+ % = recorded beside Myeloid diff MLP, whose call it bears; GFP+ MAC1+ double positive, %; measured here: differentiation confirmed by MAC1 staining
* marks the source's active call; other numbers are inactive results; i = inactive; ? = inconclusive; . = not tested or not shown; + = active, no number; [ ] = dose if it differs, or a comment.

Structure	TNAP activators	Rac1 GTP hydrolysis	NTR1 ag	NTR1 ag cell count 20 µM	PhoP inhibition	RSV antiviral HEp-2	K1F lysis inhibition	T cell HTS	T cell HTS vesicle-bound %	SV40 large T antigen	Myeloid diff MLP	Myeloid diff MLP GFP+ MAC1+ %
Cc1ccc(C)c(OCc2ccc(C(=O)NN)o2)c1	.	7%	0.3	60	7%	-0.7%	0.3%	i	22	5%	+	0.7*
Cc1ccccc1OCC(=O)Nc1ccc([N+](=O)[O-])cc1	.	2%	-0.6	70	-5%	2.0%	0.2%	i	69	9%	i	0.8
CC(C)CN1C(=O)c2ccc(C(=O)NCc3ccccn3)cc2C1=O	.	-2%	0.6	70	5%	0.5%	-0.7%[50 µM]	i	8	13%	i	0.3
O=C(Cn1ccc([N+](=O)[O-])n1)NCCc1c[nH]c2ccccc12	1.1	-1%	-1.1	62	-4%	-0.5%	0.9%	i	51	3%	i	0.4
O=C(N/N=C/c1ccc(OC(F)F)cc1)c1cc[n+]([O-])cc1	.	-3%	-0.3	44	2%	0.9%	-0.1%	i	37	13%	i	0.6
CCC(C)(C)C1CCC2(CC1)NC(=O)N(CC(=O)N(C)Cc1ccc3c(c1)OCCO3)C2=O (stereo not given)	.	5%	8.4	44	.	0.4%	1.3%[50 µM]	i	33	.	i	0.7
CCC(=O)Nc1ccc(C(=O)NNC(=O)c2cc(OC)c(OC)c(OC)c2)cc1	1.1	7%	0.2	42	.	-0.6%	-0.1%	i	28	.	i	0.3
NC(=O)N/N=C/c1ccccc1OCc1cccc2ccccc12	.	-1%	0.8	64	-2%	1.2%	-0.3%	i	34	1%	i	0.3
COc1ccc(N2CC(C(=O)NC3CC(C)(C)NC(C)(C)C3)CC2=O)cc1 (stereo not given)	1.1	-9%	1.9	62	2%	-0.2%	1.3%	i	60	7%	i	1.3
N#CC1(NC(=O)Cn2ncc(Cl)c(Cl)c2=O)CCCCC1	.	11%	4.3	67	19%	-1.8%	1.2%[50 µM]	i	31	30%	?	.
CNC(=S)Nc1cccc2[nH]ncc12	1	11%	0.2	62	-4%	0.4%	-0.1%	i	17	1%	i	0.7
CCOc1cc(-c2cc(-c3ccc(C)o3)nc(N)c2C#N)ccc1O	1.1	20%	4.7	60	-1%	3.4%	0.0%	i	29	28%	i	2.4
CCCC(=O)Nc1cccc(-c2cn3cccnc3n2)c1	1.2	-2%	-0.7	60	-8%	4.1%	0.1%	i	32	-2%	i	0.4
CC(=O)Nc1ccc(NC(=O)COC(=O)c2cc(S(=O)(=O)N(C)C)ccc2N2CCCC2)cc1	.	2%	-0.2	61	2%	0.9%	-0.1%[50 µM]	i	3	2%	i	0.7
Nc1ccc(N2CCCCC2)c2nonc12	1	13%	-0.6	61	-8%	?	0.8%	i	56	8%	i	0.1
O=C(Nc1ccccc1[N+](=O)[O-])c1ccc(S(=O)(=O)N2CCCC2)cc1	.	8%	1.0	68	-6%	1.1%	0.9%[50 µM]	i	34	23%	i	0.5
C[C@H](CO)N1C[C@H](C)[C@@H](CN(C)S(=O)(=O)c2ccccc2)Oc2ccc(NC(=O)Cc3ccccc3)cc2C1=O	.	10%	-2.3	50	.	.	0.1%	i	15	.	i	2.3
COC(=O)c1sc(Nc2ccccc2)nc1C	1.1	3%	-0.4	45	2%	3.6%	0.2%	i	29	14%	i	3.0
Cc1oc2c(C)c(O)ccc2c(=O)c1-c1nncn1-c1ccccc1	1	2%	0.0	49	-2%	0.5%	-0.2%	i	18	4%	i	0.4
O=C(Cn1cc2c(n1)CCCCC2)NC1CCCCCC1	1.1	0%	-0.1	69	1%	0.9%	3.5%	i	64	8%	i	2.6
COc1ccc(N2CCN(C(c3nnnn3CCc3ccccc3)C(C)C)CC2)cc1 (stereo not given)	1.1	7%	1.1	61	-2%	1.1%	5.2%	i	28	26%	i	0.7
Cc1cc(C(=O)OCC(=O)NC(=O)c2cccn2C)c2ccccc2n1	.	6%	0.7	70	5%	1.6%	0.0%	i	29	19%	i	0.3
CC[C@]12c3[nH]c4cc(CCC(=O)N(C)C)ccc4c3CCN1C(=O)[C@@H](CC(=O)NCCCN(C)C)C[C@@H]2C(=O)N1CCN(C(=O)c2ccco2)CC1	.	3%	4.0	65	.	.	0.3%	.	.	.	i	0.9
O=C(C1CCCN(Cc2ccccc2F)C1)N1CCc2ccccc2C1 (stereo not given)	.	.	-0.3	47	2%	.	.	i	24	9%	i	0.6
Cc1ccc(OCC(=O)Nc2cccc3ccccc23)c([N+](=O)[O-])n1	.	6%	3.9	71	.	.	0.5%[50 µM]	i	42	.	i	0.6
COc1ccc(NC(=O)c2ccc3c(c2)NC(=O)CO3)cc1OC	1.1	4%	-1.0	49	-4%	1.9%	0.2%	i	29	-1%	i	0.5
CC(=O)c1ccc(OC(C)C)c(CN2CCCCC2)c1	1.1	-2%	1.5	39	-13%	-1.5%	0.1%	i	37	10%	i	13
O=C(O)CC(c1cccc2ccccc12)N1Cc2ccccc2C1=O (stereo not given)	1	8%	0.3	38	-10%	2.0%	1.9%	i	18	2%	i	0.8
CCCCCCCOC1(c2ccccc2)OC(=O)c2ccccc21 (stereo not given)	1.1	10%	4.2	72	-1%	2.9%	7.0%	i	26	3%	i	0.8
O=C(CSc1nc2ccccc2s1)N/N=C/c1ccccc1C(=O)O	.	13%	-0.3	70	-5%	-1.1%	-0.3%	i	26	11%	i	0.4
CC(=O)Nc1ccc(S(=O)(=O)NCc2cccnc2)cc1	1.1	5%	-0.4	75	27%	2.2%	2.7%[50 µM]	i	46	-5%	i	0.8
O=C1C2C3c4ccccc4C(c4ccccc43)C2C(=O)N1c1ccncc1 (stereo not given)	1.1	3%	.	.	1%	.	0.0%	.	.	5%	i	0.6
COc1ccc(-c2cc(C(=O)N3CCN(C(c4ccccc4)c4ccccc4)CC3)no2)cc1OC	1	1%	4.0	60	-9%	0.7%	1.8%	i	15	19%	i	5.9
COc1cc(C)nc(N2CCC(C(N)=O)CC2)n1	1	2%	-0.9	61	9%	2.3%	0.7%	.	.	1%	i	1.8
CC(=O)c1cccc(NC(=S)N2CCN(S(C)(=O)=O)CC2)c1	.	3%	0.2	55	-3%	1.1%	-0.1%	i	50	7%	i	0.7
Cc1ccc(CNC(=O)c2ccc(C#CC(C)(C)O)s2)cc1	1.1	-1%	-2.3	51	-2%	8.2%	1.1%	i	26	12%	i	1.3
CN(C)c1ccc(C(=O)OCC(=O)Nc2ccc(S(N)(=O)=O)cc2)cc1	1	14%	0.6	162	-8%	2.6%	1.5%	i	26	3%	i	0.9
Cc1ccc(CNC(=O)CSc2nnnn2C)cc1	1.1	6%	-2.2	47	6%	0.6%	-0.4%	i	40	7%	i	0.8
Cc1cc(C(=O)CSc2nc(N)cc(=O)[nH]2)c(C)n1CCc1ccc(Cl)cc1	1	3%	0.0	48	-2%	-0.5%	0.3%	i	37	11%	i	2.2
COc1ccc(OC)c(C(c2nnnn2CCC(C)C)N2CCN(C(=O)c3ccco3)CC2)c1 (stereo not given)	1.1	14%	-0.1	61	0%	3.2%	-0.6%	i	34	4%	i	1.4
Cc1ccc(CN2CCC(N3CC(C)OC(C)C3)CC2)cc1 (stereo not given)	.	.	-0.5	97	7%	0.4%	-0.4%[50 µM]	i	49	5%	i	1.0
O=C(CS(=O)(=O)Cc1ccccc1)Nc1ccc(S(=O)(=O)N2CCCCCC2)cc1	1.1	18%	1.6	56	6%	3.0%	2.0%	i	12	4%	i	0.5
COc1ccc(C(C(=O)NC2CCCCC2)N(C(=O)c2sc(C)nc2C)c2ccc(OC)cc2)cc1 (stereo not given)	1	6%	0.3	45	-16%	1.5%	5.0%	i	28	8%	i	2.1
Cc1cc(Cl)ccc1C(=O)C1CCCN(C(=O)c2cccnc2C)C1 (stereo not given)	.	6%	-0.2	72	-4%	0.8%	0.3%	i	21	0%	i	3.6
COc1cccc(OC(=O)CSc2nnc(-c3ccccc3Br)o2)c1	1.2	6%	0.7	78	-7%	0.0%	-0.3%	i	22	20%	i	0.8
CC(=O)Nc1ccc(N2CCN(c3ccc(F)cc3)CC2)cc1	.	9%	-1.1	48	1%	0.4%	0.4%	i	60	3%	i	0.8
CC12CCC(C(=O)N(CCCCN3CCN(Cc4ccccc4)CC3)C1=O)C2(C)C (stereo not given)	.	.	0.6	52	-1%	-2.5%	.	i	30	11%	i	0.5
COc1ccc(Cl)cc1NC(=O)CN(C)C1CCS(=O)(=O)C1 (stereo not given)	.	7%	0.5	69	.	1.5%	-0.1%	i	33	.	i	0.7
Cc1cccc(NC(=S)NC(=O)C2CC2)c1	.	7%	0.8	58	12%	1.8%	-0.1%	i	34	16%	i	1.2
CCS(=O)(=O)N1CCC(NC(C)=O)(c2ccccc2)CC1	1.1	4%	-0.6	56	-1%	0.5%	?	i	52	6%	i	0.3
C[C@H](NC(=O)c1nc[nH]c1C(=O)NCCCCCNC(=O)OC(C)(C)C)C(=O)OCc1ccccc1	1	11%	24	42	2%	1.7%	0.4%	.	.	-1%	i	2.6
CCc1nnc(NC(=O)CSc2nnc(-c3ccncc3)n2C)s1	1	4%	1.8	89	0%	0.6%	-0.2%	i	40	0%	i	0.0
CN(C(=O)COC(=O)/C=C/c1ccc2ccccc2n1)C1CCS(=O)(=O)C1 (stereo not given)	1.1	5%	2.1	39	-7%	1.2%	-0.8%	i	56	7%	i	0.4
CC(C)CNc1ncnc2c1cnn2Cc1ccc(Cl)cc1	.	.	0.3	56	-8%	5.6%	.	i	44	10%	i	0.6
